Screening data deposited in PubChem by Fisher Drug Discovery Resource Center.
hcGAS lum – Primary biochemical luminescence assay for human cyclic GMP-AMP synthase inhibitors; 290,000 tested, 0.081% active; inhibition, % at 12.5 µM; Q8N884; recombinant h-cGAS, ATP depletion, Kinase-Glo luminescence; AID 1259398, 2018;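 note: 0% = vehicle reaction and 100% = reaction without DNA for no activity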
Target sequence (Q8N884 whole entry, looked up): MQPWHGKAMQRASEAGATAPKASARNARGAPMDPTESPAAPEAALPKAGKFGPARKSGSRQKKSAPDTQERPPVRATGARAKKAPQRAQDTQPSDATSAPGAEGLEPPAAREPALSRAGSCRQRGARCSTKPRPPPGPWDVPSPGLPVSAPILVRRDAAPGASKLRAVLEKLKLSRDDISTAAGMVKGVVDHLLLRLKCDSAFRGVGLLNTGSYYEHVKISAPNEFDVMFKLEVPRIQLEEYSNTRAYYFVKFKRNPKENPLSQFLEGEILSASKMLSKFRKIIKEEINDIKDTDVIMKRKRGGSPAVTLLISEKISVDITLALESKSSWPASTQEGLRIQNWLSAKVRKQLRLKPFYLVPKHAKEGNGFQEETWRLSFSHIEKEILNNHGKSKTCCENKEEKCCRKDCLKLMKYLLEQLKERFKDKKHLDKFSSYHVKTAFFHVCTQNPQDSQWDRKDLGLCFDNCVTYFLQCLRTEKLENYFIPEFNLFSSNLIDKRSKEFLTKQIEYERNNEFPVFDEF
mcGAS lum – cyclic GMP-AMP synthase inhibitors, mouse, primary biochemical chemiluminescence. recombinant cGAS, Kinase-Glo ATP depletion luminescence. inhibition, % at 12.5 µM. Q8C6L5. AID 1259399, 2018. 160,000 tested, 0.15% active;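 note: 0% = negative control wells and 100% = reference inhibitor with no enzyme activity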
NPYLR7 agonist – agonists of mosquito NPYLR7 receptor, primary screen, cell-based, Aedes aegypti, calcium fluorescence, mosquito biting behavior. Aedes aegypti neuropeptide Y-like receptor 7 (NPYLR7). HEK293T NPYLR7/Galpha15, GCaMP6s calcium fluorescence. activation, % at 10 µM. 270,000 tested, 0.15% active. AID 1259423, 2018; in the data active = activation above about 40%;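 note: 0% = vehicle and 100% = reference agonist at the receptor; some compounds past the cut are filed as inactive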
Starred values were filed as active, the others as inactive; x = no result given; & = joins results of further samples. Cut-off read from the data, not from the text of the source, unless noted: active = inhibition above about 40%; inactive = the rest.

Sequence of screens – hcGAS lum, mcGAS lum, NPYLR7 agonist
> CC(NC(=O)C(=O)NCc1ccncc1)c1ccccc1 (stereo not drawn)
    -2, x, 24
> Cc1cc(C)n(-c2cccc(CN(C)C(=O)c3ccc(-n4cc(NC(=O)c5ccoc5)cn4)cc3)c2)n1
    -7, -12, 2
> O=C(NCC1CCCN(Cc2sc3ccccc3c2Cl)C1)c1cccs1 (stereo not drawn)
    -3, x, -5
> C=CCn1c(-c2ccccc2)c(C)sc1=Nc1cccc(O)c1
    -8, x, 5
> COc1ccccc1NC(=O)c1cnn2c(C(F)(F)F)cc(-c3ccc(Br)cc3)nc12
    -3, -3, -2
> Cc1ncc(-c2cnc3ccccc3c2)[nH]1
    -2, x, 15
> Cc1cc(C)cc(C(=O)OC(C)C(=O)Nc2cc(C)on2)c1 (stereo not drawn)
    -20, -4, 17
> COc1cc2nc3n(c(=O)c2cc1OC)CCCC/C3=C\c1ccc(C#N)cc1
    -10, x, -4
> CCOC(=O)C1(Cc2ccccc2F)CCCN(C(=O)Cn2nc(C)cc2C)C1 (stereo not drawn)
    3, x, 5
> Cn1cc(C(=O)NCCc2ccccc2)c2n[nH]c(=O)c-2c1
    -2, x, 0
> Cc1ccc2oc3c(c(=O)c2c1)C(c1ccccn1)N(c1ccccn1)C3=O (stereo not drawn)
    -5, x, 6
> CS(=O)(=O)N(CC(=O)NC1CC1)c1ccc(Cl)cc1F
    -7, x, 2
> Cc1sc2ncn(CC(=O)N3CCc4ccccc4C3)c(=O)c2c1C
    -2, -3, 1
> CC(C)c1nn(-c2ccc(Cl)c(Cl)c2)c(C(C)C)c1C(=O)N1CCOCC1
    -7, -4, 9
> COc1ccc(-c2nnc(SCC(=O)N/N=C\c3cccs3)n2-c2ccccc2)cc1OC
    -3, -4, -10
> CC[C@H](C)C(=O)O[C@H]1C[C@@H](C)C=C2C=C[C@H](C)[C@H](CC[C@@H]3C[C@@H](O)CC(=O)O3)[C@H]21
    -2&-4&-9, x, -2&-3&-5
> Cc1nn(-c2nc(C)c(C)c(=O)[nH]2)c(C)c1CCC(=O)N1CCCC1
    -2, x, -3
> CC1CCCCN1c1nc2c(c(=O)[nH]c(=O)n2C)n1CCCc1ccccc1 (stereo not drawn)
    -2, x, 4
> Cc1ccn2c(CNCC[C@@H]3C[C@@H]4C=C[C@H]3C4)c(C(=O)N3CCCCCC3)nc2c1
    -2, -4, 1
> CCc1ccc(-c2ccc(Nc3ccccc3)nn2)cc1S(N)(=O)=O
    -6, x, -16

Overlap with the part before: two entries, followed by the next part.
Sequence of screens – hcGAS lum, mcGAS lum, NPYLR7 agonist
> Cc1ccn2c(CNCC[C@@H]3C[C@@H]4C=C[C@H]3C4)c(C(=O)N3CCCCCC3)nc2c1
    -2, -4, 1
> CCc1ccc(-c2ccc(Nc3ccccc3)nn2)cc1S(N)(=O)=O
    -6, x, -16
> CN(CC1Cc2ccccc2O1)C(=O)c1cc(COc2ccc3ncccc3c2)on1 (stereo not drawn)
    0, -7, 13
> Cc1ccc(CN(CCN(C)C)C(=O)c2ccc(C)c(C)c2)s1
    -5, x, 13
> COc1cc(OC)c(OC)cc1CN1CCCn2cccc2C1c1cccc([N+](=O)[O-])c1 (stereo not drawn)
    -6, -5, 10
> CC(=O)Nc1ccc(S(=O)(=O)Oc2cccc(CN(Cc3ccco3)C(=O)C3CCC3)c2)cc1
    3, 0, 4
> Cc1cc(Nc2ccc(S(=O)(=O)NC(C)C)cc2)c2ccc(C(F)(F)F)cc2n1
    -2, -1, 3
> Cc1cc(C=Nc2ccc(Cl)cc2O)c(C)n1C
    -6, -4, -3
> O=C(CCC1CCCC1)N1CCN(c2c3c(nc4ncnn24)CCCC3)CC1
    0, -5, x
> CCOC(=O)C1CCN(CC(=O)N2N=C(c3cccc(OC)c3)CC2c2ccccc2Cl)CC1 (stereo not drawn)
    -8, -5, 18
> COc1cc(C=NN(C)C)cc(OC)c1O
    1, -1, 5
> COc1ccc(NC(=O)c2ccc(CSc3nnc(C)n3-c3ccccc3C)cc2)cc1OC
    -6, -5, -5
> CN(C)c1ccc(-c2ncc3c(n2)C[C@@H](Cc2ccccc2)NC3=O)cc1Cl
    -4, x, 17
> O=C(Nc1nc(S(=O)(=O)Cc2ccccc2)ns1)c1cccnc1
    3, x, 10
> Cc1cccc(C)c1C(O)c1ncc(-c2cccc3ccccc23)[nH]1 (stereo not drawn)
    -7, x, 0
> COCCn1c(C)cc(O)c(C(c2ccccc2OC)N2CCN(c3ccccc3F)CC2)c1=O (stereo not drawn)
    -7, x, 8
> CCS(=O)(=O)NCc1nnnn1-c1ccc(C)cc1
    -8, -8, 1
> CNc1nc2cnc(Nc3ccccc3)cc2n1CCOC
    -4, -6, 9
> CCOc1ccc(NC(=O)Nc2ccc(N3CCN(c4ccccc4OC)CC3)c(C(=O)N3CCCC3)c2)cc1
    -13, -4, -2
> CCC(O)C1CCCCN1Cc1ncc(Cl)n1C (stereo not drawn)
    -4&-6, x, 13&18
> COCCN(Cc1cc(NC(=O)C2CCCC2)ccc1N(C)C)C(=O)Nc1cccc(F)c1
    4, -1, -11
> COc1ccccc1-n1c(SCc2ccc(C(=O)Nc3ccc(C(C)C)cc3)cc2)nnc1-c1ccco1
    -2, -4, 3
> Cc1ccc(C(C)C)cc1S(=O)(=O)NCCNc1ccc(Nc2cccnc2)nn1
    -7, -10, 0
> COC(=O)c1cc2n(n1)CCCN(C(=O)c1ccccc1-n1cncn1)C2
    -5, x, -7
> COc1ccc(-c2nc3scc(CCNC(=O)/C=C/c4ccco4)n3n2)cc1
    -5, -7, 3
> CC(=O)N=c1c(C#N)cc2c(=O)n3cccc(C)c3nc2n1CC(C)C
    -4, -4, 3
> COc1cc(OC)c(OC)cc1C=CC(=O)c1ccc2c(c1)CCO2
    -7, x, 18
> FC(F)Oc1ccc(NC(=S)Nc2ccc3c(c2)OCCO3)cc1
    -12, x, 0
> CCCN1CC(NC(=O)c2ccc(-n3cnnc3)cc2)CC1=O (stereo not drawn)
    -9, x, 2
> Cc1nn(C(C)C(=O)NCC2CCCO2)c(=O)c2cc3occc3n12 (stereo not drawn)
    -7, -4, 1
> COc1ccc(C)cc1-n1cnnc1Cn1nc(C)c(C)c1C
    -4, x, 6
> COc1ccc([N+](=O)[O-])c2c1NC(c1cc(Br)c(OC)c(OC)c1)C1CC=CC21 (stereo not drawn)
    -1, x, -17
> N#CCOc1ccc(CC(=O)NC2CCCOc3ccccc32)cc1 (stereo not drawn)
    -9&-8, -18, 11&2
> Cc1ccccc1OCC(=O)NC(C)C(=O)N/N=C/c1ccc2c(c1)n(C)c(=O)n2C (stereo not drawn)
    -4, x, 8
> CC(C)c1ccc(NC(=O)c2cn(CC3CCCO3)cc3c(=O)n(-c4ccccc4)nc2-3)cc1 (stereo not drawn)
    -7, -10, 8
> Cc1cccc(S(=O)(=O)N2CCN(c3nc4ccccc4nc3C)CC2)c1
    -8, -5, 16
> COc1ccc(-c2nnc(NC(=O)c3ccco3)s2)cc1
    0, -4, -5
> CCCCCN=C(NC(=O)c1cccc(C(F)(F)F)c1)OC
    -8, -4, 21
> CCSc1nnc(C)c2cnn(-c3ccc(C)c(C)c3)c12
    -1, -5, -11
> CCCc1n[nH]c(=O)n1-c1ccc(OC)cc1C
    7, x, -3
> O=C(NC1CC2CCC(C1)N2Cc1ccc2c(c1)OCO2)c1ccc(Cl)cc1 (stereo not drawn)
    -9, -7, 5
> O=C(Cn1cccc(C(F)(F)F)c1=O)Nc1cccc2c1CCCC2
    -15, x, -1
> CCOCCC1(CNC(=O)Nc2cc(CC)nn2C)CCCC1
    -6, x, 0
> O=C(c1cnn2c(-c3ccccc3)cc(-c3ccccc3)nc12)N1CCN(Cc2ccccc2)CC1
    -3, -3, -5
> O=C(Nc1nc(-c2ccccc2Cl)cs1)c1cccs1
    -7, -10, 1
> Cc1ccc(S(=O)(=O)N2CCN(Cc3nc4scc(-c5cccs5)c4c(=O)[nH]3)CC2)cc1
    -6, -8, 6
> O=c1cc(CN2CCOC(CCCc3ccccc3)C2)[nH]c(=O)[nH]1 (stereo not drawn)
    -2, x, -1
> CC1(C)C2CCC1(C)C(NC(=O)c1ccn(-c3ccccc3)n1)C2 (stereo not drawn)
    -5, x, 9
> Cc1c(-c2ccc(Cl)cc2)n[nH]c1C(=O)N1CCOC(C(F)(F)F)C1 (stereo not drawn)
    -5, -12, 3
> CC1CC(C)CN(Cc2csc(NC(=O)C(C)Oc3ccc(C#N)cc3)n2)C1 (stereo not drawn)
    -3, -6, -4
> CCS(=O)(=O)c1ccccc1C(=O)NC1CCSc2ccccc21 (stereo not drawn)
    -9, -6, 3
> Cc1ccc(F)c(-n2nnnc2CSC2CCCCNC2=O)c1 (stereo not drawn)
    0, 0, 4

Next part
Sequence of screens – hcGAS lum, mcGAS lum, NPYLR7 agonist
> COCC(=O)Nc1ccc(-n2nc(OCCc3ccc(OC)cc3)nc2-c2ccc(Cl)c(Cl)c2)cc1
    -6, -5, 17
> c1cnc2nc(N3CCC(N4CCCC4)C3)ccc2n1 (stereo not drawn)
    -17, x, 5
> COc1ccc(Nc2cc(C)nc(-n3nc(C)cc3C)n2)cc1
    -12, -9, 5
> Cc1ccc(Cn2c(CO)cnc2SCC(=O)N2CCCCC2)cc1
    -12, -10, 0
> O=C(O)CCN1C(=O)C2C3C=CC(C2C1=O)C1C(=O)N(CCC(=O)O)C(=O)C31 (stereo not drawn)
    -7, -5, 0
> N#CC(NC(=O)c1cc(F)ccc1F)c1cnn(-c2ccccc2)c1 (stereo not drawn)
    -4, -11, 11
> O=[N+]([O-])c1cc(S(=O)(=O)N2CCCN(c3nc4ccccc4nc3-c3ccccc3)CC2)ccc1Cl
    -5, -7, x
> Cc1nc2cc(OCc3nc(C(=O)N(C)Cc4cnccn4)co3)ccc2s1
    -3, -16, 1
> CC[n+]1c(C)ccc2ccccc21
    -8, -6, 2
> CCOC(=O)CC(=O)CSc1nc2c(cc1C#N)CCC2
    -5, x, -4
> c1ccc2c3c([nH]c2c1)CN(c1nc(C2CCCC2)nc2c1CNC2)CC3
    -6, x, -1
> CCN(CC)c1ccc2cc(C(=O)Nc3cccc(C(F)(F)F)c3)c(=O)oc2c1
    0, x, 7
> Cc1noc(-c2ccc3c(c2)OCO3)c1C(=O)NCCC1CCCN1C (stereo not drawn)
    -7, -10, 4
> Nc1ncc(Br)cc1S(=O)(=O)Nc1ccccc1F
    -6, x, 5
> COC(=O)c1cc2ccc(OC)c(OC)c2c(=O)s1
    -3, x, -2
> Cc1nc(-n2ncc(C#N)c2N)c2c3c(sc2n1)CCCC3
    5, x, -6
> O=C(Oc1ccc(-c2nc(-c3ccccc3Cl)no2)cc1)c1ccccc1
    2, x, -4
> COc1ccc(NC(=O)C2CCN(C(=O)[C@@H]3CCCN3C(=O)Cc3nc(-c4cccc(C(F)(F)F)c4)oc3C)CC2)cc1
    4, 1, -8
> COc1cccc(C2SCCN2C(=O)Nc2cccc(Cl)c2Cl)c1OC (stereo not drawn)
    -2, -3, -2
> O=C1NC2(CCN(Cc3ccccn3)CC2)Nc2ccc(Cl)cc21
    -5, -4, 0

Taken from above:
`COC(=O)c1cc2ccc(OC)c(OC)c2c(=O)s1` in hcGAS lum has -3
`O=C1NC2(CCN(Cc3ccccn3)CC2)Nc2ccc(Cl)cc21` in mcGAS lum has -4

Returning to the listing, repeating the 3 entries before the break.
Sequence of screens – hcGAS lum, mcGAS lum, NPYLR7 agonist
> COc1ccc(NC(=O)C2CCN(C(=O)[C@@H]3CCCN3C(=O)Cc3nc(-c4cccc(C(F)(F)F)c4)oc3C)CC2)cc1
    4, 1, -8
> COc1cccc(C2SCCN2C(=O)Nc2cccc(Cl)c2Cl)c1OC (stereo not drawn)
    -2, -3, -2
> O=C1NC2(CCN(Cc3ccccn3)CC2)Nc2ccc(Cl)cc21
    -5, -4, 0
> N#CC1C(=N)SC(=N)C(C#N)C1c1cc(Br)ccc1F (stereo not drawn)
    16, 57*, 4
> C=CCN1C(=O)C(=C2SC(=S)N(CC)C2=O)c2ccccc21
    -5, x, -7
> Cc1ccccc1C(=O)N(CC(=O)Nc1nc(CC(=O)O)cs1)C1CC1
    -10, -8, -3
> Cc1cccc(-c2nc3cc(C)ccn3c2NC(C)(C)CC(C)(C)C)c1
    -5&2, -8&-7, 27&7
> COc1ccc(-c2nc(OCc3ccc(F)cc3)nn2-c2ccc(NC(=O)c3ccc(F)cc3)cc2)cc1
    -15, -6, 16
> COC(=O)c1ccc(NC(=O)c2nnn(Cc3ccccc3C)c2N)cc1
    -2, -5, -2
> c1ccc(Cc2noc(CN3CCN(c4ncccn4)CC3)n2)cc1
    -3, x, 1
> Cc1cc(NC(=O)CCc2ccccc2)n(-c2nc3c(cnn3-c3cccc(C)c3C)c(=O)[nH]2)n1
    -3, -6, x
> CCC(CC)N(C)C(=O)c1cn(CC)c2c(F)c(F)c(F)cc2c1=O
    -5, x, 54
> Cc1cc(S(=O)(=O)Nc2ccccc2C(F)(F)F)c(C)cc1Cl
    3, -2, 4
> O=C(O)c1cccc(Oc2ccc(Cl)c(Cl)c2)n1
    -1&3, -1, 6&4
